p47phox inh – inhibitors of human p47phox binding. 220,000 tested, 0.53% active. inhibition, % at 24.7 µM. P14598. p47phox/p22phox peptide binding, fluorescence polarization, 2 h;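 further: 0% = p47phox with labelled peptide and 100% = labelled peptide alone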
Target sequence (P14598 whole entry, looked up): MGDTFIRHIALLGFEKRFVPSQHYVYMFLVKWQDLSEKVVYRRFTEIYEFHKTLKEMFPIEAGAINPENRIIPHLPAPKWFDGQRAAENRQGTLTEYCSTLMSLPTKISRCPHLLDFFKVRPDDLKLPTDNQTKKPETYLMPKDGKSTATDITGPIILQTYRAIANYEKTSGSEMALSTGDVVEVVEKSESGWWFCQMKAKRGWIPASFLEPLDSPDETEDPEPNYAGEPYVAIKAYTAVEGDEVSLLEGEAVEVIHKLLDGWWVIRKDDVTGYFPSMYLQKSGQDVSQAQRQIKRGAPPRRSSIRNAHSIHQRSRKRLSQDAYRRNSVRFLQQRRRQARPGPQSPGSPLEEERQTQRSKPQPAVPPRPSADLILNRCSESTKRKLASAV
Thrombin inh – inhibitors of human thrombin. alpha-thrombin, Boc-VPR-AMC fluorogenic substrate cleavage. AID 1046. P00734. inhibition, % at 5 µM. 220,000 tested, 0.26% active;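 active means inhibition at or above 40%; inactive means inhibition below 40%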;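 further: 0% = enzyme with no compound and 100% = wells without enzyme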
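Test system: human alpha-thrombin protein / Dosing: one concentration per compound, 5 µM, with 0.2% DMSO / Medium: pH 7.5 Tris-saline with Tween 20 / Benchmarks: no-compound enzyme wells and no-enzyme blanks / Read-out basis: percent inhibition of thrombin substrate cleavage / Timing: reaction at room temperature / Measured by: fluorescence, ex 355 nm, em 460 nm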
KLK5 inh – inhibitors of human kallikrein 5; Q9Y337; recombinant hK5, fluorogenic AMC substrate cleavage; inhibition, % at 5 µM; 210,000 tested, 0.59% active; AID 873;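 active means inhibition of 40% or more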;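 further: 0% = enzyme controls without compound and 100% = no-enzyme blanks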
eIF4E-4G inh – blocks eIF4E binding to eIF4G; P63073+Q04637; AID 782; inhibition, % at 21.7 µM; TR-FRET eIF4E-eIF4GI(517-606) binding, 2 h; 220,000 tested, 0.37% active;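 further: 0% = full FRET control wells and 100% = background wells lacking eIF4GI fragment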
Rad51 HR inh – Rad51 (human) homologous recombination inhibition | inhibition, % at 10 µM | 200,000 tested, 0.085% active | Q06609 | hRad51 DNA strand exchange, fluorescence dequenching;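 active means inhibition above 40% at the single screening dose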;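 further: 0% = DMSO control wells and 100% = blanks with heterologous ssDNA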
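Material: human Rad51–ssDNA filaments; Probe or stimulus: labelled 47-mer dsDNA for strand exchange; Doses: single 10 µM dose; Incubation: 37 °C 15-min filament assembly, 30-min compound preincubation, 15-min exchange; Technique: FRET fluorescence dequenching, excitation 485 nm, emission 520 nm; Measure: Fluorescence-based percent inhibition, control- and blank-normalised; Benchmarks: plate control and blank wells.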
14-3-3 Bad PPI – disrupts binding of bovine 14-3-3 zeta to phospho-Bad peptide; P63103; TR-FRET 14-3-3zeta/Dy647-pBad peptide displacement, 1 h; inhibition, % at 21.7 µM; 220,000 tested, 0.71% active; AID 781;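 active means inhibition above about 70%, limit read from the data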;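 further: 0% = full 14-3-3 plus peptide FRET controls and 100% = background without 14-3-3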
KCC2 mod – modulators of human KCC2 chloride dependent transport. KCC2 cells, thallium flux FluoZin-2 fluorescence. Q9H2X9. AID 1456. B-score of Tl+ flux slope (higher = more flux/activation; lower = inhibition) at 10 µM. 190,000 tested, 2.2% active;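 active means thallium flux slope and its plate-corrected score both differing from the plate sample mean at a set confidence after two filtering rounds, in either direction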;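 further: slope of fluorescence scaled to starting intensity during 10 to 20 s after thallium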
Furin inhibitor – human furin inhibition; P09958; purified furin, fluorogenic substrate cleavage; inhibition, % at 30 µM; 220,000 tested, 0.061% active; in the data active means inhibition above about 25%; further: inactives centre near -15
Target sequence (P09958 108-714 limits assumed): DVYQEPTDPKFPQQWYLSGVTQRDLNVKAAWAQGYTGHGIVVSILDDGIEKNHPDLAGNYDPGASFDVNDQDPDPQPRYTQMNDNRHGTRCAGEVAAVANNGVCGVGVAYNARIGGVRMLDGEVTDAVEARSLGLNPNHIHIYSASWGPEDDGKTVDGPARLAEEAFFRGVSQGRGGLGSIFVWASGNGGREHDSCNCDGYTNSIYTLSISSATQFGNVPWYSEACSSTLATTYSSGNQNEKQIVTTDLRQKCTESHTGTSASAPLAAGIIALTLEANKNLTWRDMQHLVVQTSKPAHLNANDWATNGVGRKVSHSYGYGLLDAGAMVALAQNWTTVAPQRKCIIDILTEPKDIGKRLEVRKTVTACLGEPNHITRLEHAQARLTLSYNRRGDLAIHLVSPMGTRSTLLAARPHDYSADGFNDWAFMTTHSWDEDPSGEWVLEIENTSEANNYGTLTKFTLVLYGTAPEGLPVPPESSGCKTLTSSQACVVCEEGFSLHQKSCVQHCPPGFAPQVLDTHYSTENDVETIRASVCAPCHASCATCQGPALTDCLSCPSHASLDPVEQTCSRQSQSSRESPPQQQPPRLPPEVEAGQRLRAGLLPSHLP
EBV gp42 block – inhibitors of Epstein-Barr virus glycoprotein 42. Fluorescence polarization binding assay, mP read-out. Q1HVG2. 220,000 tested, 0.42% active. inhibition, % (tested at 21.74 µM); in the data active means inhibition above about 50%
Starred values were filed as active, the others as inactive; . = no result given; [ ] = another dose, or the depositor's remark.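 How the source made its calls, unless noted: active means inhibition above about 30% (limit read from the data); inactive means the rest.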

SMILES	p47phox inh	Thrombin inh	KLK5 inh	eIF4E-4G inh	Rad51 HR inh	14-3-3 Bad PPI	KCC2 mod	Furin inhibitor	EBV gp42 block
Cc1c(Cl)cccc1NC(=O)CNc1ccccc1F	-7	27	15	3	3	-7[fluorescence artefact?]	0.051	-13	-5
COc1cccc(-c2nn3c(-c4cccc(C)c4)nnc3s2)c1	-3	-5	-21	-2	-10	-2	-0.71	-25	6
CC(C)=CCN1CCN(Cc2ccc(Oc3ncccn3)cc2)CC1CCO (stereo not drawn)	1	-9	3	-4	2	-7	0.098	-11	-4
CCOc1ccccc1C(=O)N1c2ccccc2Sc2ccccc21	-11	-2	-9	4	6	5	-1.3	5[20 µM]	-14
O=C(NCCCN1CCCC1=O)c1ccccc1NS(=O)(=O)c1ccc(Br)cc1	-9	-11	-17	0[fluorescence artefact?]	1	29[fluorescence artefact?]	-0.029	-8[20 µM]	-12
Cc1ccc(Nc2nc(CSc3nnc(-c4cccs4)o3)cs2)cc1	-8	-2	6	1[fluorescence artefact?]	-4	15	0.34	9[20 µM]	-25
COC(=O)\C(C(C)=O)=C(/C=C/C=C/N(C)C)N(C)C	-15	-3	-25	2	3	3	.	20	13
Cc1ccc2c(CC(=O)NCc3ccco3)coc2c1C	-9	-2	4	-2	-9	0[fluorescence artefact?]	.	-12[20 µM]	0
N/C(=N\c1nc2ccccc2o1)NC(=O)c1ccccc1Br	-14	-8	-10	3	2	3	-0.18	-3	-1
CC(=O)c1cccc(NC(=O)Nc2cnn(Cc3ccc(F)cc3)c2)c1	-3	-6	5	2	-5	8	0.0096	-18	-15
Cc1cc(-c2ccccc2)c(C#N)c(N)n1	0	-5	-2	-5	1	16	-0.81	-16[20 µM]	-7
COc1ccccc1NC(=O)Cc1noc(CSc2n[nH]c(N)n2)n1	6	-6	-1	4	-22	1	-0.072	-17	-6
Cn1c(=O)c2c(SCC(=O)NCc3ccco3)nc(CC(C)(C)C)nc2n(C)c1=O	-5	1	-7	3[fluorescence artefact?]	5	-7	-1.3	-25	0
CCN(CC)S(=O)(=O)c1cccc(-c2cn3cccnc3n2)c1	1	-9	-5	-6	16	-20	-0.0081	-54	-1
COc1ccc(/C=C/C(=O)OCC(=O)NC2CCCC(C)C2C)cc1S(=O)(=O)N1CCOCC1 (stereo not drawn)	-9	8	-1	-2	3	-5	0.46	-35	-14
Cc1cc(-n2cccn2)ccc1CN1CCN(CC(C)C)C(CCO)C1 (stereo not drawn)	-8	-2	0	-6	4	2	0.22	-21	-17
N#CCCN1CCN(C(=S)c2ccc(-c3cccc(Cl)c3)o2)CC1	-29	-1	-18	3	1	-9	-0.028	-3	-3
CCOC(=O)N1CCC(=NNC(=O)COc2ccc(OC)cc2)CC1	-3	-8	7	1	-2	2	0.56	-2	-2
CCN(CC)c1ccc(S(=O)(=O)N(CC)CC)cc1NC(=O)c1cccnc1	-17	2	5	2	7	-20	-0.92	-13	-15
COc1cc(=O)n2c(-c3ccccc3)csc2n1	-12	1	-28	9	3	-5	0.056	-16	-2
CCCCNC(=O)C1c2ccccc2Oc2ccccc21	-2	-9	0	-2	11	-12	0.53	-13	-10
CCCNC(=O)NC(=O)COC(=O)c1cccc(NS(=O)(=O)c2ccc(F)c(F)c2)c1	3	-6	-20	5	-14	-21	-2.4	-6	-8
O=C(OCn1nnc2ccccc2c1=O)C1CCCCC1	-4	0	-7	7	-2	-1	-0.016	-30	-17
CC1(C)Oc2ccc(NC(=O)c3ccco3)cc2O1	-3	2	-5	1	4	16	-0.37	-5[20 µM]	-10
CCc1ccccc1N(CC(=O)NCCSCc1ccco1)S(C)(=O)=O	-4	-1	0	2[fluorescence artefact?]	-6	-2	.	-18	-5

Single entries from the entries so far.
Rad51 HR inh, Cc1ccc(Nc2nc(CSc3nnc(-c4cccs4)o3)cs2)cc1 = -4
KCC2 mod, CCOc1ccccc1C(=O)N1c2ccccc2Sc2ccccc21 = -1.3
Furin inhibitor, N/C(=N\c1nc2ccccc2o1)NC(=O)c1ccccc1Br = -3
p47phox inh, CCc1ccccc1N(CC(=O)NCCSCc1ccco1)S(C)(=O)=O = -4

Additional structures follow:
SMILES	p47phox inh	Thrombin inh	KLK5 inh	eIF4E-4G inh	Rad51 HR inh	14-3-3 Bad PPI	KCC2 mod	Furin inhibitor	EBV gp42 block
Cc1cc2c(cc1C)NC(c1c(C)n(C)n(-c3ccccc3)c1=O)C1=C(CC(C)(C)CC1=O)N2 (stereo not drawn)	-14	-2	-35	-8	-43	7	-1.5	-10[20 µM]	85*
Cc1ccc(NCc2nnc(SCC(=O)O)n2-c2ccc(C)cc2)cc1	-5	1	-1	-6	.	-9	0.071	-19	-9
Cc1ccc(Oc2ccc(C(=O)NCc3ccncc3)cc2)cc1	2	-11	-5	1	3	-6	-0.43	-18	-7
N#Cc1cccc2cnccc12	-1	14	10	-4	.	-3	0.36	-3	-8
Cc1ccc(OCC(=O)OCCN2C(=O)c3ccccc3C2=O)cc1C	8	-4	-12	1[fluorescence artefact?]	.	8	-0.069	-9	22
CCOC(=O)N1CCN(C(=O)c2cnn3c(C(F)F)cc(-c4ccc(C)cc4)nc23)CC1	-24	-3	-9	0	20	1	-0.54	-19[20 µM]	-12
O=C(CCCn1c(=O)[nH]c2ccsc2c1=O)N1CCN(c2ccccn2)CC1	-14	3	-17	9	-1	6[fluorescence artefact?]	0.33	-11[20 µM]	-7
CCOc1ccccc1NC(=O)CCn1c(=O)oc2ccccc21	-8	-5	0	1[fluorescence artefact?]	-4	1	0.13	-15	-5
O=C(Cn1cnc2ccccc2c1=O)OCCCCN1C(=O)c2ccccc2C1=O	3	-3	1	-20	1	12[fluorescence artefact?]	.	-13	-44
O=C(c1ccc(Oc2ccccc2)cc1)c1nc2c(n1O)CCCC2	-77	-7	0	8[fluorescence artefact?]	-6	-1[fluorescence artefact?]	.	-8[20 µM]	1
CC(=O)Nc1nonc1-c1nc2ccccc2n1CCC(C)C	-5	4	3	-9	.	-8	.	-26	-10
Cn1c2ccccc2c2ncn(CCN3CCOCC3)c(=O)c21	-1	0	-4	4	1	-5	-0.099	-22	-5
COc1cc(OC)cc(C(=O)N[C@H](C(=O)OCC(=O)Nc2ccc(C(C)C)cc2)C(C)C)c1	-2	-16	-7	3[fluorescence artefact?]	-4	1	-1.3	-15	6
CCn1c(COc2ccccc2)nnc1SCC(=O)Nc1cc(C)ccc1OC	-14	0	1	-1	-6	4	-0.63	-17[20 µM]	-10
CC(C)Nc1nc(Cl)nc(NN(C)c2nc(N(C)C)nc(N(C)C)n2)n1	-21	-2	-15	2	-6	-5	2.1	-14	-2
O=C(NCc1n[nH]c(=S)n1-c1ccccc1)c1ccc(S(=O)(=O)N2CCOCC2)cc1	-9	2	-5	-4	-11	-8	0.7	-8	-16
COC(=O)c1cnn(-c2ccccc2)c1/C=N/NC(=S)Nc1ccccc1	-1	-1	4	-1	0	3	9.2*	-22	-7
COC(=O)c1cccc(NC(=O)Cc2nc(-c3ccccc3)sc2-c2ccc(C)cc2)c1	-13	3	-20	-9	6	-24	2.1	-7	-30
Cc1cc(Cl)ccc1OCCCC(=O)N1CCCc2ccccc21	-28	-5	-11	-6	4	6	-1.3	3[20 µM]	-30
Cc1cc2cc(CNC(=O)c3ccc(S(=O)(=O)N(C)C)cc3)ccc2n1C	-5	1	1	-3	1	-5	-1.4	-5	-6
Cc1ccsc1/C=N/NC(=O)C(=O)NCC(C)C	4	-8	-5	-4	4	-5	-0.067	-18	4
Cc1cc(C(=O)N2CCN(C/C=C/c3ccccc3)CC2)no1	4	-3	0	-5	5	14[fluorescence artefact?]	0.31	19[20 µM]	-10
CC(=O)Nc1c(O)nc(SCc2ccccc2C#N)[nH]c1=O	3	-7	-6	14	8	-10	-0.71	-21	-12
Cc1nnc2c3ccccc3c(-c3ccc(O)cc3)nn12	-8	-3	-3	2	.	3	0.21	-17[20 µM]	-9
O=C(C1CCCN(S(=O)(=O)Cc2ccccc2)C1)N1CCCCC1 (stereo not drawn)	-13	1	-21	7	2	-6	0.2	-19	-20

Some entries already given, showing only Thrombin inh.
| compound | Thrombin inh |
| --- | --- |
| N#CCCN1CCN(C(=S)c2ccc(-c3cccc(Cl)c3)o2)CC1 | -1 |
| CCOC(=O)N1CCC(=NNC(=O)COc2ccc(OC)cc2)CC1 | -8 |

The listing continues:
SMILES	p47phox inh	Thrombin inh	KLK5 inh	eIF4E-4G inh	Rad51 HR inh	14-3-3 Bad PPI	KCC2 mod	Furin inhibitor	EBV gp42 block
CCCn1c(C)cc(C(=O)COc2ccc(-c3nnco3)cc2)c1C	-4	3	1	0	-3	-6	0.41	-35	-13
O=C(CSc1ccc2ccccc2c1)N1CCN(c2ccc(O)cc2)CC1	4	-11	-1	-2	.	-6	-1.1	-16	-4
CC(=O)Nc1ccc(S(=O)(=O)N/N=C/c2ccc(C)s2)cc1	-6	-2	-19	-7	-4	-22	0.025	-7	0
O=C(COC(=O)/C=C/c1ccco1)NCCc1ccccc1	-33	-4	-6	2	-3	-9	-1.2	-29	-6
O=C(O)c1ccc(N/N=C/c2cn(Cc3ccc(F)cc3)c3ccccc23)cc1	-25	-7	6	1	.	-4	-1.8	-17	14
C/C(=C\C(=O)O)C(=O)Nc1nccs1	0	8	37	-7	-7	36	0.6	-6[20 µM]	2
CC1(C)COC(c2ccc(F)c([N+](=O)[O-])c2)=N1	0	1	8	0	2	-2[fluorescence artefact?]	0.032	-12	-26
Cc1cc(C)n(-c2ncnc3sc4c(c23)CC(C)CC4)n1 (stereo not drawn)	-6	-9	-9	-2	4	0	-1.4	-25	-12
O=C(Nc1cccc(C(F)(F)F)c1)c1ccco1	-7	1	2	4	1	3	-0.87	-19[20 µM]	-18
NC(Cc1cccc2nsnc12)C(=O)O (stereo not drawn)	-14	-2	-12	1	-1	44[fluorescence artefact?]	-2.4	-1	-5
CCC(C)(C)NC(=O)C1c2ccccc2Oc2ccccc21	3	0	2	-3	6	-5	1.4	-35	-7
O=C(NC(=S)Nc1cccc(C(F)(F)F)c1)c1ccc2nonc2c1	-4	0	-5	3	17	-6	52*	-15	-4
CCCCOc1ccc(Br)cc1/C(C)=N/NC1=NCCN1	-27	1	-8	5	3	21	0.0026	-13[20 µM]	-6
O=c1n(Cc2ccc(Cl)cc2)c2sc3c(c2c2ncnn12)CCCC3	-29	6	-9	-12	27	22	-0.38	-29[20 µM]	1
O=C(NCc1ccncc1)c1ccc(Br)cc1	-12	4	-6	-1	8	-4	0.57	-36	-11
Cc1sc(-n2c(C)cc(C=O)c2C)c(C(=O)O)c1C	-6	2	-2	2	5	11	-1.2	-10[20 µM]	-14
O=S(=O)(c1ccc2nc(Cc3cccc(C(F)(F)F)c3)[nH]c2c1)N1CCOCC1	-13	1	-18	-1	-6	10	-2.1	-9[20 µM]	-5
COc1ccc(NC(=O)COC(=O)c2c3c(nc4ccccc24)CCCC3)cc1	-11	3	6	1	8	-4	-0.48	-22[20 µM]	-23
O=C(Nc1cc(S(=O)(=O)N2CCOCC2)ccc1N1CCOCC1)c1cnccn1	-2	-2	-5	-4	.	7	0.25	-25	-12
Cc1nc(NC(=O)CSc2cc(C)c3ccccc3n2)c(Cl)cc1Cl	-17	2	12	0	-2	-29	0.86	-20	-7
CC(C)N(CC#CCC(O)(c1ccccc1)C1CCCC1)CCO (stereo not drawn)	-2	-9	-1	2	-1	59	-0.1	-30	-10
COC(=O)CCNc1ccc2c(c1)OCCO2	8	-4	-9	.	-4	.	-0.055	-23	-22
O=C(CC12CC3CC(CC(Br)(C3)C1)C2)Nc1cccc(S(=O)(=O)NC2=NCCC2)c1	-9	-2	-10	-4	13	38	0.27	-20	6
